Assay outcomes from PubChem BioAssay.
RAM inhibit – inhibitors of the yeast RAM network | S. cerevisiae dse1pr::URA3 reporter, 5-FOA growth OD615, 2 d; analog-sensitive cbk1-as2 kinase mutant strain | inhibition, % at 50 µM | hit rate 1.8% among 190,000 | AID 868;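 active means inhibition above a set limit, 3 SD over mean compound inhibition, cut at about 8.4% in these data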;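 further: 0% = DMSO-only wells with no growth and 100% = 10 µM 1-NA-PP1 full growth; inhibition rescues growth on 5-FOA so higher OD means more RAM inhibition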
S1P3 antagonist – blocks the human S1P3 receptor | Q99500 | CHO S1P3 NFAT-BLA reporter, FRET fluorescence, antagonist mode | inhibition, % at 4.98 µM | hit rate 0.27% among 170,000;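 active means inhibition above the plate cutoff, the mean inhibition of test wells on that plate plus 3 SD, cut at about 28% in these data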;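 further: cells challenged with S1P at its EC80 of 0.8 µM; blue over green emission ratio from cleaved BLA substrate after 4 h stimulation; 0% = S1P-stimulated wells and 100% = unstimulated DMSO-only wells; some compounds past the cut are filed as inactive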
Target sequence (Q99500 whole entry, looked up): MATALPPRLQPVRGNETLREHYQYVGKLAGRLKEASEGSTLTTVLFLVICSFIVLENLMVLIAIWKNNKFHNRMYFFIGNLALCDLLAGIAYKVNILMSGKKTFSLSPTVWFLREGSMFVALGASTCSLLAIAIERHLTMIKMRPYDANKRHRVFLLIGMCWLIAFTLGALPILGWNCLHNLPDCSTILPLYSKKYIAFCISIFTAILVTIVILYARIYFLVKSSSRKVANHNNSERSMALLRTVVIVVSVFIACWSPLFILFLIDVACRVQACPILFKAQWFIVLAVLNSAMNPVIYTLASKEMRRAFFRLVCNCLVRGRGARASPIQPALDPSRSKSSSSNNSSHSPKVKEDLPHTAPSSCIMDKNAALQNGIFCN
PPARg SRC-2 ag – PPARgamma-driven SRC-2 recruitment agonism. hit rate 0.34% among 200,000. PPARgamma LBD-SRC-2 recruitment, biochemical. P37231. activation, % at 8 µM; in the data active means activation above about 22%;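 further: 0% = vehicle and 100% = reference agonist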
SRC2 TRFRET art – TR-FRET artefact, counter-screen to PPARgamma/SRC-2 agonist assay | hit rate 0.4% among 200,000 | TR-FRET ratio at 8 µM | active compounds read high | AID 1049; in the data active means TR-FRET ratio above about 2000; further: inactives centre near 1500; reference of the scale not given here
Lmaj promast – reduces viability of Leishmania major promastigotes | hit rate 9% among 200,000 | AID 1063 | resazurin fluorescence viability | inhibition, % at 10 µM; in the data active means inhibition above about 50%;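 further: promastigotes grown with compound for 44 hours at 28 °C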
bIAP inhibitor – intestinal alkaline phosphatase (bovine) inhibition; inhibition, % at 20 µM; purified bovine IAP, CDP-star luminescence, 30 min; 190,000 tested, under 10 active;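 active means over 50% inhibition of intestinal alkaline phosphatase at 20 µM in the single-dose screen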
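System: Purified bovine intestinal alkaline phosphatase (IAP) enzyme | Input: IAP diluted 1/65,000,000 in the well | Also added: CDP-star chemiluminescent phosphatase substrate, 30 µM final | Dosing: 20 µM single dose | Times: Enzyme reaction for 30 min at room temperature | Detection: Luminescence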
HMGR II inh – inhibitors of class II HMG-CoA reductase from Enterococcus faecalis | purified E. faecalis HMGR, NADPH absorbance 340 nm kinetic | hit rate 0.41% among 190,000 | inhibition, % at 10 µM;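 active means inhibition above a set limit, the median over all tested compounds plus 3 SD, cut at about 9.5% in these data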;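 further: enzyme runs in reverse so mevalonate oxidation gives rising NADPH absorbance; 0% = complete reaction with DMSO and 100% = background rate lacking mevalonate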
ROMK mod – modulators of human ROMK potassium channel | hit rate 2% among 130,000 | Tet-inducible ROMK, thallium flux fluorescence; actives lie on both sides | B-score at 10 µM | P48048;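 active means signal ratio slope over the read window, or its plate-corrected B-score, at least 3 SD from the plate mean, either direction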;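 further: B-score of the F/F0 ratio slope over 7 to 12 s after thallium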
Target sequence (P48048 whole entry, looked up): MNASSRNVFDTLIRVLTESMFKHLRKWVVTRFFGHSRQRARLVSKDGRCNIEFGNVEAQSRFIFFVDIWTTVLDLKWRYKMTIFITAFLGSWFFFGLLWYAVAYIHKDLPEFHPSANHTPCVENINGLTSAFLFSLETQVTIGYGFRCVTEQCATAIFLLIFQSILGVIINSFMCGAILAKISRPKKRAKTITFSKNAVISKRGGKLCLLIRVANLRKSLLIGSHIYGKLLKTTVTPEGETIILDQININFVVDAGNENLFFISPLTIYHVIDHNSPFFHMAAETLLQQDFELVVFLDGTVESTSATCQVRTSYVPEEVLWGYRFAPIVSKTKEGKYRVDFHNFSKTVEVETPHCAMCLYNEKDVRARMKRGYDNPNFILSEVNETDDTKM
PPARg SRC3 recr – agonists of human PPARgamma SRC-3 coactivator recruitment; P37231; biochemical PPARgamma/SRC-3 coactivator recruitment assay; activation, % at 8 µM; hit rate 0.26% among 200,000; AID 731; in the data active means activation above about 23%;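 further: 0% = DMSO and 100% = reference agonist; some compounds past the cut are filed as inactive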
Redox H2O2 prof – compounds producing H2O2 with reducing agent – biochemical, NIH compound library profiling, artefact control for MLSCN library redox annotation, primary screen; AID 878; hit rate 0.03% among 200,000; activation, % at 10 µM; DTT-dependent redox cycling H2O2, phenol red/HRP absorbance; 100% = 100 µM peroxide control, 0% = buffer;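 active means activation of at least 50% relative to the plate's high and low controls in the primary single-dose screen; inactive means activation below 50%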;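 further: compound incubated with DTT at 0.8 mM final as the reducing agent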
PPARg SRC1 recr – agonists of human PPARgamma SRC-1 coactivator recruitment; P37231; PPARgamma-SRC-1 coactivator recruitment biochemical assay; AID 631; hit rate 0.41% among 200,000; activation, % at 8 µM; in the data active means activation above about 19%;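 further: 0% = DMSO and 100% = reference agonist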
* = called active by the depositor; . = no result given.

Each structure is followed by: RAM inhibit	S1P3 antagonist	PPARg SRC-2 ag	SRC2 TRFRET art	Lmaj promast	bIAP inhibitor	HMGR II inh	ROMK mod	PPARg SRC3 recr	Redox H2O2 prof	PPARg SRC1 recr
CCOc1ccc(-c2nnc(SCC(=O)N3CCN(c4ccccc4)CC3)o2)cc1
  3.0	-4	5	1725	-9	11	1	.	6	0.6	10
CNC(=O)c1[nH]cnc1C(=O)N[C@@H](Cc1ccccc1)C(=O)OCc1ccccc1
  4.1	-35	2	1555	5	-3	-4	.	2	0.4	1
CCC(=O)N1CCc2cc(S(=O)(=O)NC(C(=O)Nc3cccc(C)n3)C(C)C)ccc21 (stereo not drawn)
  0.8	-4	8	1700	6	-1	1	.	7	-1.6	5
CC(C)C(=O)N/N=C/c1ccc(OCc2ccccc2)cc1
  -0.5	.	1	1442	-4	-4	-2	.	-7	0.8	0
Cc1ccc(S(=O)(=O)N2CCC(=O)N(C(COCc3ccc(C(F)(F)F)cc3)Cc3ccccc3)CC2)cc1 (stereo not drawn)
  10*	6	-4	1307	73*	11	-1	-6.7*	-5	2.6	-2
O=C(CN1C(=O)c2ccccc2S1(=O)=O)N1CCN(c2ccccc2)CC1
  2.0	4	0	1528	-8	2	2	.	4	-7.3	-1
COc1ccc(C(=O)C2CCN(C(=S)NCCc3ccccc3)CC2)cc1
  1.2	-12	2	1562	-6	11	-7	-0.036	2	-1.5	7
CCCC(=O)Nc1ccc(C(=O)N/N=C/c2cccnc2)cc1
  -0.3	.	-1	1357	-1	8	-2	.	2	0.3	-6
CCOC(=O)C1=C(CC)Nc2ccccc2N/C1=N\S(=O)(=O)c1ccc(C(=O)OCC)cc1
  9.3*	-2	9	1568	8	16	-1	0.46	3	-1.0	5
O=C1CN(C(=O)CSc2nc3ccccc3c(=O)n2Cc2ccc(F)cc2)c2ccccc2N1
  4.3	-1	0	1497	49	1	-3	.	0	-0.4	-2
COCCCNC(=O)C1CCN(S(=O)(=O)N(CC(C)C)CC(C)C)CC1
  0.0	20	4	1279	-5	0	-1	.	-5	1.6	2
CCOC(=O)c1c(NC(=O)COC(=O)CNC(=O)c2ccco2)sc(C)c1C
  0.0	-7	3	1588	-2	3	-6	.	7	0.0	5
COc1ccc(NC(=O)CSc2nnc(-c3ccccn3)n2N)c(OC)c1
  0.9	.	-4	1485	0	-6	7	-1	2	-0.1	-3
CC1(C)Cc2[nH]c(=O)c(C#N)cc2CS1
  1.3	.	0	1373	2	-2	1	.	1	0.3	-2
CCCC(C(=O)NC1CCCC1)N(Cc1ccc2c(c1)OCO2)C(=O)c1snc(C(N)=O)c1N (stereo not drawn)
  1.2	.	8	1627	54*	-13	-2	-1.4	7	0.1	2
COC(=O)CNC(=O)c1ccc(=O)oc1
  0.8	-39	3	1620	-4	-8	-5	.	6	-0.7	0
CSc1nc(-c2ccc(C)cc2)[nH]c1S(=O)(=O)c1ccccc1
  -0.5	.	-2	1611	56*	8	-6	.	-7	2.7	0
Cc1ccc(S(=O)(=O)NCCOc2nc(N3CCOCC3)nc(N3CCOCC3)n2)cc1
  0.5	.	4	1589	-4	4	1	-0.57	5	0.1	1
NC1=NC(=O)/C(=C/c2cn(Cc3ccccc3)c3ccccc23)S1
  5.1	4	5	1522	4	-42	-3	.	-3	0.6	6
O=C(OCc1csc(-c2ccccc2)n1)c1ccc(O)cc1
  -1.3	-5	0	1730	7	14	4	0.35	1	-0.7	7
CC(=O)Nc1ccc(N2CC(C)(C)C2=O)cc1
  -1.1	9	-2	1587	-9	-3	-1	0.42	-2	-0.4	3
Cc1ccccc1-n1c(SCC(=O)N2CCC(C(=O)O)CC2)nnc1-c1ccncc1
  3.2	-16	1	1774	0	-30	-9	0.053	6	-0.6	1
CC1Cc2ccccc2N1C(=O)C1CCCN1S(=O)(=O)c1ccc(Cl)cc1 (stereo not drawn)
  2.4	2	4	1497	-7	10	-6	.	0	-1.0	8
C/C=C/C(=O)OCC(=O)NC(=O)NC(C)C
  0.0	.	0	1446	-1	1	-2	0.28	0	0.1	0
COc1ccccc1OCCSc1nnnn1C1CCCCC1
  2.6	.	0	1433	27	.	-3	.	-6	1.2	-3
O=C1N=C(N2CCOCC2)S/C1=C\C=C/c1ccccc1
  1.2	.	4	1626	8	5	-2	.	-7	2.1	8
N#Cc1cn(CC(=O)NCc2cccnc2)c2ccccc12
  1.5	6	8	1690	2	10	-5	0.17	-8	-0.4	2
O=C(COC(=O)c1cc[n+]([O-])cc1)Nc1cccc(Cl)c1Cl
  0.9	-29	-2	1853	-6	-4	4	-1	1	-2.1	-2
COc1cc(/C=N/NC(=O)CCn2c3ccccc3c3ccccc32)ccc1O
  1.2	.	12	1544	9	11	-1	.	9	3.1	10
Cn1nc(C(C)(C)C)cc1C(=O)NCc1ccc(N2CCCC2=O)cc1
  2.6	10	2	1547	0	-1	-4	.	-1	-0.3	-2
COc1ccc(/C=N/n2c(-c3cccs3)n[nH]c2=S)cc1
  -0.1	.	11	1599	5	0	-3	.	15	-8.4	6
O=C(COc1ccc2ccccc2c1)Nc1nccs1
  1.9	-17	6	1556	32	0	-5	-0.94	-14	-0.5	8
O=C(Nc1nc2ccccc2s1)c1ccc(OCC2CCCO2)cc1 (stereo not drawn)
  3.3	-61	-3	1673	5	4	-10	-1	-1	0.3	9
CC[C@@H](C)C(NC(=O)OC(C)(C)C)c1cn([C@@H](Cc2ccc(O)cc2)C(=O)N2CCN(C(=O)OC(C)(C)C)CC2)nn1 (stereo partly drawn)
  1.3	1	5	1728	-3	-16	-8	.	1	0.0	-1
O=C(CCC(=O)N/N=C/c1cc(Cl)cc(Cl)c1O)NCc1ccccc1
  1.1	0	-1	1420	-12	0	4	.	2	0.3	2
CCNC(=O)N1CCN(C(=O)NCC)CC1
  0.9	-10	-1	1483	-2	-16	1	1	-5	0.1	-1
COC(=O)C1=C(C)NC(=S)NC1c1ccc(-c2cccc(Cl)c2)o1 (stereo not drawn)
  4.2	-10	1	1451	25	-17	4	-1.3	3	.	0
CCOC(=O)/C(=C\c1c[nH]c2ccccc12)NC(C)=O
  -0.1	-27	-8	1504	-2	5	0	.	-5	0.7	-4
COc1ccc(Cl)cc1NC(=O)NC1CCCCC1
  2.9	.	2	1426	100*	6	-3	-1.8	13	0.1	-3
O=C(CSc1nc2c(c(=O)n1-c1ccccc1)SCC2)N1CCN(c2ccccc2)CC1
  -0.5	-22	4	1511	7	2	4	.	-1	0.0	6
CCCNC(=O)CSc1nc2[nH]ncc2c(=O)[nH]1
  1.4	4	-1	1527	-7	-14	-5	0.19	-3	-1.2	2
O=C(NN=C1c2ccccc2-c2ccccc21)c1cccc(Br)c1
  3.7	-2	10	1656	89*	19	1	.	6	0.6	-2
Cc1ccc(S(=O)(=O)N2CC(O)CC2C(=O)OCc2nc3sc(C)c(C)c3c(=O)[nH]2)cc1 (stereo not drawn)
  0.6	-1	6	1516	27	7	-4	-0.77	2	0.3	1
CCOC(=O)N1CCN(C(=O)c2n[nH]c(=O)c3ccccc23)CC1
  0.9	-18	2	1590	-9	-3	-3	0.43	-3	0.9	3
CC(=O)NC1CC(C)(C)N(OC(C)=O)C(C)(C)C1
  2.0	.	-1	1529	-7	-3	-3	0.043	-13	1.0	3
CC1CCN(S(=O)(=O)c2cccc(-c3csc(-c4cccnc4)n3)c2)CC1
  2.0	.	0	1452	11	14	-1	-1.4	-2	0.2	-6
CSCCC(NS(=O)(=O)/C=C/c1ccccc1)C(=O)N1CCC(C)CC1 (stereo not drawn)
  3.2	15	0	1543	17	.	2	-1.7	-4	1.5	3
Cc1cc(Cl)ccc1OCc1n[nH]c(=S)n1C1CCCCC1
  2.6	.	-2	1696	-2	10	-5	.	-10	2.0	-1
CC1CC(=O)C2=C(C1)OC(N)=C(C#N)C2c1coc2ccccc2c1=O (stereo not drawn)
  0.2	-6	-3	1509	6	-2	4	0.082	-1	4.1	0
N=C1/C(=C/c2ccc(OC(=O)c3ccco3)cc2)C(=O)N=C2SC=CN12
  1.7	-2	12	1533	-6	11	2	0.026	8	-0.8	3
Cc1nnc(SCC(=O)Nc2nnc(SCc3cccc(Br)c3)s2)s1
  4.7	-15	-7	1326	2	.	-1	0.26	-2	-0.2	-5
COCCNc1nnc(SCC(=O)c2ccc3c(c2)OCO3)s1
  3.0	.	-4	1567	0	1	0	0.87	-6	-1.5	5
O=C(/C=C/c1cccs1)c1ccc(NC(=O)c2cccc(Br)c2)cc1
  2.7	.	7	1531	42	10	-1	.	9	2.0	1
Cc1ccc2nc(-c3ccc(NC(=O)CN4C(=O)c5ccccc5C4=O)cc3)sc2c1
  3.9	0	-2	1575	-8	-48	-8	0.29	-2	0.4	6
CC(C)NC(=O)COC(=O)c1ccc(Oc2ccccc2)cc1
  -0.3	.	11	1417	-11	5	-1	-0.48	2	0.1	4
Cc1ccc(NC(=O)Cn2nnc(C(=O)NCc3ccccc3)c2N)cc1C
  2.9	.	-5	1582	-6	14	-4	.	12	3.0	4
